Screening data from PubChem BioAssay.
LYPLA2 counter = LYPLA2 (human) inhibition in PME1 counter-screen. recombinant LYPLA2, FP-Rh probe fluorescence polarization. inhibition, % at 5.9 µM. hit rate 0.38% among 320,000. O95372;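 active = inhibition above the screen-wide mean plus 3 SD, limit set per campaign, cut at about 26% in these data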;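 also: 0% = LYPLA2 with DMSO and 100% = wells lacking LYPLA2 enzyme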
Target sequence (O95372 whole entry, looked up): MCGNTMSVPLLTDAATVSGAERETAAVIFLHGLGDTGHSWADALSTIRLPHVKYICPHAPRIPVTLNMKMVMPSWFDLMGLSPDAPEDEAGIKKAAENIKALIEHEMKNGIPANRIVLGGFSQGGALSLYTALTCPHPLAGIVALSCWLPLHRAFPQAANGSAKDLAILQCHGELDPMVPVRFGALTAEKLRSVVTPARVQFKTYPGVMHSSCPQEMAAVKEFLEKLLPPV
PREPL inh = human PREPL enzyme inhibition; Q4J6C6; recombinant PREPL, fluorescence polarization activity-based probe; inhibition, % at 5.96 µM; hit rate 0.68% among 320,000; AID 2751; in the data active = inhibition above about 43%;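 also: 0% = enzyme with DMSO and 100% = wells lacking enzyme; many of its hits are not listed in these tables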
PAFAH2 inh = PAFAH2 (human) inhibition | Q99487 | recombinant PAFAH2, FP-rhodamine activity probe, fluorescence polarization | inhibition, % at 3.39 µM | hit rate 0.99% among 340,000;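 active = inhibition above the mean over all tested compounds plus 3 SD, cut at about 30% in these data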;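 also: inhibitors block probe labeling of enzyme so polarization drops; 0% = enzyme with DMSO and 100% = wells lacking PAFAH2 protein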
PAD4 FP inh = PAD4 (human) enzyme inhibition. Q9UM07. recombinant PAD4, RCA probe fluorescence polarization. inhibition, % at 6.36 µM. hit rate 0.41% among 330,000. AID 485272;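 active = percent inhibition above a cutoff equal to the mean of all tested compounds plus 3 SD, cut at about 15% in these data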;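 also: 0% = PAD4 with RCA probe and DMSO and 100% = probe without PAD4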
PAFAH1B2 inh = inhibitors of human PAFAH1B2; P68402; recombinant PAFAH1B2, FP-rhodamine activity probe, fluorescence polarization; inhibition, % at 3.39 µM; hit rate 1.2% among 340,000; AID 492953;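 active = inhibition above the mean of all tested compounds plus 3 SD, cut at about 24% in these data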;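 also: 0% = enzyme with DMSO and 100% = wells lacking PAFAH1B2; many of its hits are not listed in these tables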
Target sequence (P68402 whole entry, looked up): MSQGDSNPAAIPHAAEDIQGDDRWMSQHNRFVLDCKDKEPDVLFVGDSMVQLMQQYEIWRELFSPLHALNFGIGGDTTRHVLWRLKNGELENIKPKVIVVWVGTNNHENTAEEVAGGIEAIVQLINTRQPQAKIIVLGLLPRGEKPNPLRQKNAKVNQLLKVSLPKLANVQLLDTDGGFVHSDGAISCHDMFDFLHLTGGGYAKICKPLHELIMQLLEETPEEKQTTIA
PAFAH1B3 inh = PAFAH1B3 (human) inhibition | recombinant PAFAH1B3, FP-rhodamine probe, fluorescence polarization | inhibition, % at 3.39 µM | hit rate 0.28% among 340,000 | AID 492972;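 active = inhibition above the screen-wide average of all tested compounds plus 3 SD, cut at about 25% in these data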;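 also: 0% = enzyme with DMSO only and 100% = wells lacking PAFAH1B3 protein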
LYPLA1 counter = counter-screen for PME1 inhibitors: inhibitors of human LYPLA1; O75608; recombinant LYPLA1, FP-Rh probe fluorescence polarization; inhibition, % at 5.9 µM; hit rate 0.16% among 320,000; AID 2174;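 active = inhibition above the mean of all tested compounds plus 3 SD, set per campaign, cut at about 14% in these data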;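 also: inhibitors block serine hydrolase probe labeling of LYPLA1 so polarization falls; 0% = enzyme with DMSO and 100% = wells lacking LYPLA1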
pPAFAH FP inh = pPAFAH (human) enzyme inhibition; Q13093; hit rate 1.5% among 330,000; recombinant pPAFAH, FP-rhodamine probe fluorescence polarization; inhibition, % at 3.39 µM;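 active = inhibition above the mean inhibition across the screen plus 3 SD, cut at about 25% in these data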;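 also: inhibitors block binding of the rhodamine activity-based probe so polarization drops; 0% = enzyme with DMSO and 100% = wells lacking pPAFAH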
Target sequence (Q13093 whole entry, looked up): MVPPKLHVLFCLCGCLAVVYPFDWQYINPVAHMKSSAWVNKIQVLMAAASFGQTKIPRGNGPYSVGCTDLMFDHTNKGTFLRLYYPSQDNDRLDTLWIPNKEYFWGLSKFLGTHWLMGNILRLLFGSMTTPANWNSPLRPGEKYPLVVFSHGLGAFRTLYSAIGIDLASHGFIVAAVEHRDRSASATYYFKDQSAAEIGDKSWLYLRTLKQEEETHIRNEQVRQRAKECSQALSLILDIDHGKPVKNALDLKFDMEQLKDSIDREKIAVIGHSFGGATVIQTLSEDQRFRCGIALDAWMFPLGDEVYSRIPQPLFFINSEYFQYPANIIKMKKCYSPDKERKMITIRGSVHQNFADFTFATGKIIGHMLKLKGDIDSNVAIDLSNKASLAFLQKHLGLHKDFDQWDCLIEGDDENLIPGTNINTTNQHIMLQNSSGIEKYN
GSTO1 inh = GSTO1 inhibition, counter-screen for RBBP9 inhibitors; recombinant GSTO1, activity-based probe fluorescence polarization; P78417; hit rate 1.1% among 300,000; AID 1974; inhibition, % at 5.96 µM;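 active = inhibition above the campaign mean inhibition plus 3 SD, cut at about 35% in these data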;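 also: 0% = GSTO1-1 with DMSO and 100% = wells lacking GSTO1-1 enzyme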
The depositor's hits bear a star. This is a subset; the hit share may differ from the screen's.

Cc1ccccc1N/N=C/c1sc(=O)n(Cc2cccc(C(=O)O)c2)c1Cl was read as LYPLA2 counter 9, PREPL inh 10, PAFAH2 inh 10, PAD4 FP inh -2, PAFAH1B2 inh 9, PAFAH1B3 inh 10, LYPLA1 counter 7, pPAFAH FP inh 35* and GSTO1 inh 24.
Screening COc1cccc(-c2c(-c3cc(OC)cc(OC)c3)n(C)c3ccc(-c4cnc(N5CCOCC5)nc4)cc23)c1 returned PREPL inh 9, PAFAH2 inh 2, PAD4 FP inh -1, PAFAH1B2 inh -3, PAFAH1B3 inh -3 and pPAFAH FP inh 5.
Screening Cc1ccc(Sc2ncccc2C(=O)N(C)Cc2cccs2)c(C)c1 returned LYPLA2 counter 3, PREPL inh -5, PAFAH2 inh 1, PAD4 FP inh 0, PAFAH1B2 inh 11, PAFAH1B3 inh 3, LYPLA1 counter 0, pPAFAH FP inh 7 and GSTO1 inh 1.
For CCOC(=O)c1ccc(N=C2C(=S)N(c3ccc(C(=O)OCC)cc3)C(=N)N2/N=C/c2ccccc2)cc1 the results were LYPLA2 counter -7, PREPL inh 7, PAFAH2 inh -9, PAD4 FP inh 1, PAFAH1B2 inh 0, PAFAH1B3 inh 4, LYPLA1 counter -9, pPAFAH FP inh 4 and GSTO1 inh -21.
Screening COc1cc(C2NC(=O)NC(C)=C2C(C)=O)cc(OC)c1OC (configuration not stated) returned LYPLA2 counter -1, PREPL inh 1, PAFAH2 inh 3, PAD4 FP inh -2, PAFAH1B2 inh 1, PAFAH1B3 inh 1, LYPLA1 counter -2, pPAFAH FP inh 3 and GSTO1 inh 3.
Screening COC(CNC(=O)Cn1nc(Cc2ccncc2)c2ccccc2c1=O)OC returned LYPLA2 counter -4, PREPL inh 3, PAFAH2 inh -4, PAD4 FP inh 0, PAFAH1B2 inh -1, PAFAH1B3 inh 5, LYPLA1 counter 2, pPAFAH FP inh 1 and GSTO1 inh 3.
For COc1ccc(S(=O)(=O)N2CCC(C(=O)NCc3cccc(OC)c3)CC2)cc1 the results were LYPLA2 counter 4, PREPL inh 2, PAFAH2 inh 9, PAD4 FP inh 0, PAFAH1B2 inh 12, PAFAH1B3 inh 5, LYPLA1 counter -2, pPAFAH FP inh -2 and GSTO1 inh 2.
Screening CCOc1ccc(C(=O)Nc2ccccc2C(=O)O)cc1 returned LYPLA2 counter -10, PREPL inh 12, PAFAH2 inh 7, PAD4 FP inh -1, PAFAH1B2 inh 8, PAFAH1B3 inh 11, LYPLA1 counter 2, pPAFAH FP inh -14 and GSTO1 inh -14.
For O=C(OCC(=O)c1c[nH]c2ccccc12)c1cc(Br)ccc1O the results were LYPLA2 counter -9, PREPL inh 0, PAFAH2 inh 1, PAD4 FP inh -4, PAFAH1B2 inh 5, PAFAH1B3 inh 10, LYPLA1 counter -1, pPAFAH FP inh 3 and GSTO1 inh -5.
For COc1ccc(C(=O)Nc2ccc(S(=O)(=O)Nc3nccc(C)n3)cc2)cc1[N+](=O)[O-] the results were LYPLA2 counter -1, PREPL inh 7, PAFAH2 inh 2, PAD4 FP inh 0, PAFAH1B2 inh 0, PAFAH1B3 inh 8, LYPLA1 counter 1, pPAFAH FP inh 2 and GSTO1 inh -6.
Screening COc1ccc(NC(=O)CC(C(=O)O)N2CCCCC2)cc1 (configuration not stated) returned LYPLA2 counter -3, PREPL inh 15, PAFAH2 inh -6, PAD4 FP inh 0, PAFAH1B2 inh 1, PAFAH1B3 inh 8, LYPLA1 counter -2, pPAFAH FP inh 3 and GSTO1 inh 7.
Screening NC(Cc1ccccc1)C(=O)N1CCCCC1 (configuration not stated) returned LYPLA2 counter -4, PREPL inh 19, PAFAH2 inh 0, PAD4 FP inh -2, PAFAH1B2 inh 5, PAFAH1B3 inh 1, LYPLA1 counter 1, pPAFAH FP inh -2 and GSTO1 inh 3.
Screening COC(=O)c1ccc(COc2ncnc3ccccc23)o1 returned LYPLA2 counter -5, PREPL inh -7, PAFAH2 inh -10, PAD4 FP inh -4, PAFAH1B2 inh 0, PAFAH1B3 inh 6, LYPLA1 counter -1, pPAFAH FP inh -2 and GSTO1 inh 0.
O=C(c1cc2cc(Cl)ccc2oc1=O)N1CCN(c2ccccn2)CC1 was read as LYPLA2 counter -2, PREPL inh 19, PAFAH2 inh 2, PAD4 FP inh 0, PAFAH1B2 inh 4, PAFAH1B3 inh 3, LYPLA1 counter -1, pPAFAH FP inh -1 and GSTO1 inh 1.
Screening COc1ccc(-c2cc(C(F)(F)F)n3nc(C(=O)O)cc3n2)cc1OC returned LYPLA2 counter 1, PREPL inh 1, PAFAH2 inh 6, PAD4 FP inh -7, PAFAH1B2 inh 5, PAFAH1B3 inh 7, LYPLA1 counter 0, pPAFAH FP inh 4 and GSTO1 inh -1.
`COc1ccc(-c2ccccc2NC(=O)C2CCCN(Cc3ccco3)C2)cc1` (configuration not stated) gave LYPLA2 counter 1, PREPL inh 6, PAFAH2 inh -4, PAD4 FP inh -4, PAFAH1B2 inh 4, PAFAH1B3 inh 1, LYPLA1 counter -1, pPAFAH FP inh 3 and GSTO1 inh -1.
`Cc1c(Cl)cccc1NC(=O)CCC(=O)c1cccs1` gave LYPLA2 counter 8, PREPL inh 9, PAFAH2 inh -1, PAD4 FP inh 4, PAFAH1B2 inh 5, PAFAH1B3 inh 1, LYPLA1 counter -1, pPAFAH FP inh 5 and GSTO1 inh 1.
COc1ccc(OC)c(NC(=O)C(=O)/C=C(\O)c2cc(OC)ccc2OC)c1 was read as LYPLA2 counter 10, PREPL inh 3, PAFAH2 inh 6, PAD4 FP inh 2, PAFAH1B2 inh 9, PAFAH1B3 inh 11, LYPLA1 counter 3, pPAFAH FP inh 14 and GSTO1 inh 5.
For CCc1nnc(NS(=O)(=O)c2ccc(NC(=O)C(c3ccccc3)c3ccccc3)cc2)s1 the results were LYPLA2 counter 1, PREPL inh -7, PAFAH2 inh 14, PAD4 FP inh 0, PAFAH1B2 inh 9, PAFAH1B3 inh 10, LYPLA1 counter -2, pPAFAH FP inh 1 and GSTO1 inh -12.
For O=C(O)CCSc1nc2ccc(Br)cc2[nH]1 the results were LYPLA2 counter -6, PREPL inh 25, PAFAH2 inh 1, PAD4 FP inh 0, PAFAH1B2 inh -2, PAFAH1B3 inh 7, LYPLA1 counter 0, pPAFAH FP inh -5 and GSTO1 inh 10.
For COc1cccc(C(=O)NC2CC3CCCC(C2)N3Cc2ccc(C)cc2)c1 (configuration not stated) the results were LYPLA2 counter 5, PREPL inh -46, PAFAH2 inh 3, PAD4 FP inh -2, PAFAH1B2 inh 6, PAFAH1B3 inh -2, LYPLA1 counter 0, pPAFAH FP inh -2 and GSTO1 inh 11.
CC(OC(=O)CCc1nc2ccccc2c(=O)[nH]1)C(=O)c1ccc(Br)cc1 (configuration not stated) was read as LYPLA2 counter -3, PREPL inh -17, PAFAH2 inh -6, PAD4 FP inh -2, PAFAH1B2 inh 8, PAFAH1B3 inh 14, LYPLA1 counter -4, pPAFAH FP inh -1 and GSTO1 inh -1.
O=c1[nH]c(CN2CCN(S(=O)(=O)/C=C/c3ccccc3)CC2)nc2ccccc12 was read as LYPLA2 counter 3, PREPL inh 0, PAFAH2 inh 0, PAD4 FP inh 1, PAFAH1B2 inh 1, PAFAH1B3 inh -1, LYPLA1 counter -1, pPAFAH FP inh 4 and GSTO1 inh 0.
`Cc1cc(C)cc(OCC(=O)OC(C)C(=O)Nc2ccc(Cl)cn2)c1` (configuration not stated) gave LYPLA2 counter 5, PREPL inh 6, PAFAH2 inh 0, PAD4 FP inh -3, PAFAH1B2 inh 1, PAFAH1B3 inh 4, LYPLA1 counter -3, pPAFAH FP inh 10 and GSTO1 inh -6.
Screening CC(=O)Nc1ccc(NC(=O)c2ccc(NS(=O)(=O)c3cc(C(C)(C)C)ccc3C)cc2)cc1 returned LYPLA2 counter -24, PREPL inh -5, PAFAH2 inh -29, PAD4 FP inh -4, PAFAH1B2 inh -13, PAFAH1B3 inh -15, LYPLA1 counter -12, pPAFAH FP inh -6 and GSTO1 inh -12.
CCc1ccccc1OCC(=O)Nc1cccc(S(=O)(=O)NCc2ccco2)c1 was read as LYPLA2 counter -15, PREPL inh -6, PAFAH2 inh 8, PAD4 FP inh -8, PAFAH1B2 inh 5, PAFAH1B3 inh -2, LYPLA1 counter -6 and pPAFAH FP inh 7.
CCCc1nc(SCC(=O)c2ccc(F)cc2)c2ccccc2n1 was read as LYPLA2 counter 1, PREPL inh 1, PAFAH2 inh 0, PAD4 FP inh 3, PAFAH1B2 inh 5, PAFAH1B3 inh 3, LYPLA1 counter -5, pPAFAH FP inh 5 and GSTO1 inh -12.
`COc1ccc2[nH]c(=O)c(CN(C(=O)NC3CCCCC3)C3CCCC3)cc2c1` gave LYPLA2 counter 2, PREPL inh 0, PAFAH2 inh -1, PAD4 FP inh 1, PAFAH1B2 inh 1, PAFAH1B3 inh 6, LYPLA1 counter 0, pPAFAH FP inh 5 and GSTO1 inh 4.
For O=C(Cc1ccccc1)NNS(=O)(=O)c1ccc([N+](=O)[O-])cc1 the results were LYPLA2 counter 0, PREPL inh 1, PAFAH2 inh -6, PAD4 FP inh 1, PAFAH1B2 inh 20, PAFAH1B3 inh 6, LYPLA1 counter -1, pPAFAH FP inh 2 and GSTO1 inh -1.
For COc1cc(-c2nnc(SCc3cccnc3)n2C)cc(OC)c1O the results were LYPLA2 counter 0, PREPL inh 4, PAFAH2 inh 3, PAD4 FP inh -2, PAFAH1B2 inh 5, PAFAH1B3 inh 12, LYPLA1 counter -2, pPAFAH FP inh 0 and GSTO1 inh 1.
`C=CCN1C(=O)c2ccc(C(=O)N(CCC)CC(=O)Nc3ccccc3C)cc2C1=O` gave LYPLA2 counter 4, PREPL inh 15, PAFAH2 inh -3, PAD4 FP inh -2, PAFAH1B2 inh -1, PAFAH1B3 inh 3, LYPLA1 counter 2, pPAFAH FP inh -3 and GSTO1 inh 7.
